Screening data from PubChem BioAssay.
p97 ATPase inh: inhibitors of human p97 ATPase, primary screen, biochemical; Transitional endoplasmic reticulum ATPase (Homo sapiens), P55072; recombinant p97 ATPase, Kinase-Glo ATP luminescence, 3 h; inhibition, % at 8 µM; 220,000 compounds, 0.42% hits; in the data active means inhibition above about 15%;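 further: 0% = DMSO vehicle and 100% = wells lacking enzyme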
RBBP9 inhibitor: human RBBP9 inhibitors, primary screen, biochemical, fluorescence polarization, FP-Rh probe, HTS. recombinant RBBP9. inhibition, % at 7.94 µM. 220,000 compounds, 0.2% hits. AID 1515, 2009;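 active means inhibition above the campaign mean of all tested compounds plus 3 SD, cut at about 14% in these data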;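 further: plate controls were DMSO wells with RBBP9 for no effect and wells lacking RBBP9 protein for full effect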
Target sequence (O75884 whole entry, looked up): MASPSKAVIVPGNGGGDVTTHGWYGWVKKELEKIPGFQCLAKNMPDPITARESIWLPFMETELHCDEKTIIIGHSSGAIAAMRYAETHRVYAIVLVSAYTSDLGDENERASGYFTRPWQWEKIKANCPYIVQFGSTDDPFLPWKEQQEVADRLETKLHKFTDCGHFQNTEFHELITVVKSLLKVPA
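Test system: recombinant human RBBP9; Timing: 30 min then 45 min, 25 °C; Detection: fluorescence polarization; Control set: RBBP9 with DMSO as uninhibited control, no-protein wells as full inhibition; Compound dosing: one concentration, 7.94 µM nominal, 0.794% DMSO; Probe or stimulus: FP-Rh activity-based probe, 375 nM before mixing.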
Tb hexokinase: Trypanosoma brucei hexokinase 1 inhibitors, primary screen, biochemical, G6PDH-coupled NADH absorbance, MLSCN library; 220,000 compounds, 0.11% hits; recombinant TbHK1, G6PDH-coupled NADH A340; inhibition, % at 10 µM;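 active means inhibition of 50% or more in the single-dose primary screen; inactive means inhibition below 50%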
BaF3 tox: parental Ba/F3 cell viability inhibition, counter-screen for JAK2V617F inhibitor project, murine pro-B, CellTiter-Glo luminescence; CellTiter-Glo ATP luminescence; inhibition, % at 5.6 µM; 220,000 compounds, 1.1% hits; AID 1486, 2009;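 active means inhibition above a per-campaign cutoff, the mean inhibition of all tested compounds plus 3 SD, cut at about 27% in these data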;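 further: 0% = DMSO wells and 100% = JAK Inhibitor I control wells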
Furin inhibitor: human furin inhibitors, primary screen, biochemical, fluorescence intensity. AID 463115, 2010. purified furin, fluorogenic substrate cleavage. P09958. inhibition, % at 30 µM. 220,000 compounds, 0.061% hits; in the data active means inhibition above about 25%; further: inactives centre near -15
Ba/F3 V617F tox: reduced viability of JAK2V617F-dependent Ba/F3 cells, primary screen, JAK2V617F inhibitor project, cell-based, Ba/F3 EpoR-JAK2V617F, luminescence. ATP luminescence. inhibition, % at 5.6 µM. 220,000 compounds, 1.1% hits. AID 1446, 2008;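 active means inhibition above the campaign mean plus 3 SD over all tested compounds, cut at about 24% in these data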;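 further: cytokine-independent growth of Ba/F3 cells driven by EpoR plus mutant JAK2; 0% = DMSO-treated cells and 100% = JAK inhibitor I control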
PGE2 EP2 inh: human EP2 receptor antagonists, primary screen, TR-FRET cAMP, C6 glioma cells; Prostaglandin E2 receptor EP2 subtype (Homo sapiens), P43116; C6 glioma cells expressing human EP2; cells stimulated with saturating PGE2; inhibition, % at 25 µM; 260,000 compounds, 0.52% hits; AID 1422, 2008;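 active means percent inhibition above 40 after rounding to a whole number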;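 further: rat C6 glioma host cells with rolipram phosphodiesterase inhibitor present; the protocol text gives 20 µM as final concentration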
Target sequence (P43116 whole entry, looked up): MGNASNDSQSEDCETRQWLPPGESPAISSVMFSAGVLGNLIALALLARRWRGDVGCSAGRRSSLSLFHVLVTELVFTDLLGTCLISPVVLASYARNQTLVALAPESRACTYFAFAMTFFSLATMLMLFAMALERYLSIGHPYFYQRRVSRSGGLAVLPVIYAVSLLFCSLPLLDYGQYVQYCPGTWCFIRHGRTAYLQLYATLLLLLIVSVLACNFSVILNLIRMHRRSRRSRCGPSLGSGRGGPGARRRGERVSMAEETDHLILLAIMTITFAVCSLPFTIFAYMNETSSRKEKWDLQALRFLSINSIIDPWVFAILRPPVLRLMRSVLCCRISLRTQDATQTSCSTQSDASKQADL
NCF1 inh: p47phox/p22phox peptide binding inhibitors, primary screen, biochemical, uHTS, NADPH oxidase regulatory subunit; Neutrophil cytosol factor 1 (Homo sapiens), P14598; fluorescence polarization, 2 h; inhibition, % at 24.7 µM; 220,000 compounds, 0.53% hits;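 active means inhibition above about 30%, limit read from the data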;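 further: 0% = p47phox with labelled peptide and 100% = labelled peptide alone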
Target sequence (P14598 whole entry, looked up): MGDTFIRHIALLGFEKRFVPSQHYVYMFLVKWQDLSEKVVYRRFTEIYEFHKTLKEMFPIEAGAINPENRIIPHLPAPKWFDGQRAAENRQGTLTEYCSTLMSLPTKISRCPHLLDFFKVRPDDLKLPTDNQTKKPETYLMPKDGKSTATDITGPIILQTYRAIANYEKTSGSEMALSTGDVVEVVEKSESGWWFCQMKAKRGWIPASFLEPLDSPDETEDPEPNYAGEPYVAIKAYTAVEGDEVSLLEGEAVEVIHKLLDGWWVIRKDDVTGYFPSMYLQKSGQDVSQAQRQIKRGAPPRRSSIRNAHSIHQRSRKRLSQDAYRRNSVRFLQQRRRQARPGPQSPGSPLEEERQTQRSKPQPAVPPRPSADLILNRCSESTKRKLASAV
PPC-1+TRAIL kill: compounds killing PPC-1 cancer cells with TRAIL present, primary screen, TRAIL potentiator project, ATPLite luminescence, uHTS; PPC-1 cells + TRAIL, ATPLite viability luminescence; cell killing (% activity), % at 4 µM; 220,000 compounds, 0.41% hits; AID 1443, 2008;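 active means cell killing above 50% in the first pass at 4 µM, then a duplicate retest at 5 µM averaging 50% or more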;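 further: plate controls were cells with TRAIL plus DMSO for no effect and medium-only wells lacking cells for full effect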
Starred values were filed as active, the others as inactive; nt = no result given; [ ] = another dose, or the depositor's remark. The list is partial; count on the stated rates, not on these rows.

nr	canonical_smiles	p97 ATPase inh	RBBP9 inhibitor	Tb hexokinase	BaF3 tox	Furin inhibitor
1	CCC(=O)N1C(=O)CCN(C(C)=O)c2ccccc21	3	-4	-6	7	-17[20 µM]
2	Cc1cccc(C)c1OC(=O)CSc1nnc(-c2ccccc2)o1	2	-8	3	3	-26[20 µM]
3	COc1cccc(-c2noc(-c3ccc4c(c3)OCO4)n2)c1	1	-5	0	5	-30
4	O=C(NC1CCN(Cc2ccccc2)CC1)c1ccccc1F	2	-8	1	2	-17
5	CC(=O)Nc1ccc(S(=O)(=O)NCC2CCC(C(=O)NC3CCCCCC3)CC2)cc1 (stereo unspecified)	5	-2	-1	4	-25
6	CC1CCN(S(=O)(=O)c2ccc(S(=O)(=O)N3CCC4(CC3)OCCO4)cc2)CC1	3	-1	-10	2	-12
7	CCN1C(=O)CC(n2c(C)nc3ccccc32)C1=O (stereo unspecified)	4	-9	1	6	-16[20 µM]
8	CCn1c(C)c(C(C)=O)c(N2CCN(c3ccccc3)CC2)nc1=S	2	14	-11	2	-15[20 µM]
9	COc1cc(C(=O)NC(=S)NNC(=O)c2ccc3c(c2)OCO3)cc(OC)c1OC	3	-4	-6	0	-29
10	CCC(C)(C)NC(=O)C(c1ccncc1)N(C(=O)c1sc(C)nc1C)c1ccc(C)cc1 (stereo unspecified)	7	-5	-3	1	-26
11	O=C(COc1ccc(Nc2ccccc2)cc1)OCC(=O)N1CCCCC1	8	-6	-11	2	-10
12	O=C(CCc1ccc(S(=O)(=O)NC2CCCCC2)cc1)N(Cc1ccccc1)Cc1ccccc1	0	1	14	5	-5[20 µM]

nr	Ba/F3 V617F tox	PGE2 EP2 inh	NCF1 inh	PPC-1+TRAIL kill
1	1	9	-6	-3
2	-2	7	-17	3
3	-2	2	-6	60*[5 µM]
4	2	18	-10	14
5	1	8	-10	11
6	-2	4	2	17
7	-1	21	-5	19
8	-2	14	-4	1
9	-5	7	-16	13
10	-3	6	-3	13
11	-4	5	-8	-14
12	1	13	-1	14

One compound at a time, as listed above. Order of values: p97 ATPase inh | RBBP9 inhibitor | Tb hexokinase | BaF3 tox | Furin inhibitor | Ba/F3 V617F tox | PGE2 EP2 inh | NCF1 inh | PPC-1+TRAIL kill
CCC(=O)N1C(=O)CCN(C(C)=O)c2ccccc21 is listed with 3 | -4 | -6 | 7 | -17[20 µM] | 1 | 9 | -6 | -3
O=C(NC1CCN(Cc2ccccc2)CC1)c1ccccc1F is listed with 2 | -8 | 1 | 2 | -17 | 2 | 18 | -10 | 14

The results go on:
nr	canonical_smiles	p97 ATPase inh	RBBP9 inhibitor	Tb hexokinase	BaF3 tox	Furin inhibitor
13	COc1ccc(S(=O)(=O)N2CCC[C@H]2C(=O)NCc2ccc(Cl)cc2)cc1	3	-3	-13	1	-4
14	c1ccc(-c2ccccc2-c2nc(-c3ccncc3)no2)cc1	0	-5	5	1	-8[20 µM]
15	CN(CCC#N)C(=O)CC1(Cc2ccccc2)CCOC(C)(C)C1 (stereo unspecified)	0	-8	-9	2	-14
16	CCS(=O)(=O)N1CCN(c2c(Cl)cccc2[N+](=O)[O-])CC1	-6	-4	0	6	-9
17	COC(=O)CN1C(=S)N(c2ccc(OC)cc2)C(=O)/C1=C/c1ccc(OC)cc1	4	-9	-16	8	-10
18	COC(=O)c1ccc(C(=O)NN)cc1	4	2	-2	0	-20
19	Cc1n[nH]c(C)c1Cc1ccc(C(=O)O)cc1	2	-5	0	2	-33[20 µM]
20	COCCCNC(=S)NNC(=O)c1csc2ccccc12	3	4	7	2	-6
21	O=C(O)CCNS(=O)(=O)c1ccc(Oc2ccccc2)cc1	1	4	3	8	-10[20 µM]
22	CCCCCn1c(Sc2ccccc2)nc2c1c(=O)[nH]c(=O)n2C	-1	-7	-2	3	-44
23	COC(=O)c1ccc(COc2nc(C)cc(C)c2C#N)o1	0	2	6	0	-15[20 µM]
24	CCn1c(COc2cc(C)cc(C)c2)nnc1SCC(=O)N1CCN(c2ccccc2)CC1	-2	-8	-1	2	-10[20 µM]

nr	Ba/F3 V617F tox	PGE2 EP2 inh	NCF1 inh	PPC-1+TRAIL kill
13	-1	3	0	8
14	4	13	-10	43
15	1	4	11	4
16	2	12	10	9
17	-1	7	-10	nt
18	0	8	0	15
19	-2	4	-12	-4
20	-4	2	-4	6
21	1	7	-17	-22
22	-3	14	-5	-20
23	-3	8	-12	34
24	-1	8	-15	14

Given as labelled records: four of the compounds above.
(21) O=C(O)CCNS(=O)(=O)c1ccc(Oc2ccccc2)cc1
  p97 ATPase inh: 1; RBBP9 inhibitor: 4; Tb hexokinase: 3; BaF3 tox: 8; Furin inhibitor: -10[20 µM]; Ba/F3 V617F tox: 1; PGE2 EP2 inh: 7; NCF1 inh: -17; PPC-1+TRAIL kill: -22
(22) CCCCCn1c(Sc2ccccc2)nc2c1c(=O)[nH]c(=O)n2C
  p97 ATPase inh: -1; RBBP9 inhibitor: -7; Tb hexokinase: -2; BaF3 tox: 3; Furin inhibitor: -44; Ba/F3 V617F tox: -3; PGE2 EP2 inh: 14; NCF1 inh: -5; PPC-1+TRAIL kill: -20
(23) COC(=O)c1ccc(COc2nc(C)cc(C)c2C#N)o1
  p97 ATPase inh: 0; RBBP9 inhibitor: 2; Tb hexokinase: 6; BaF3 tox: 0; Furin inhibitor: -15[20 µM]; Ba/F3 V617F tox: -3; PGE2 EP2 inh: 8; NCF1 inh: -12; PPC-1+TRAIL kill: 34
(24) CCn1c(COc2cc(C)cc(C)c2)nnc1SCC(=O)N1CCN(c2ccccc2)CC1
  p97 ATPase inh: -2; RBBP9 inhibitor: -8; Tb hexokinase: -1; BaF3 tox: 2; Furin inhibitor: -10[20 µM]; Ba/F3 V617F tox: -1; PGE2 EP2 inh: 8; NCF1 inh: -15; PPC-1+TRAIL kill: 14

Next compounds
nr	canonical_smiles	p97 ATPase inh	RBBP9 inhibitor	Tb hexokinase	BaF3 tox	Furin inhibitor
25	Fc1ccc(NC(=S)Nc2ccccc2OC(F)F)cc1Cl	1	3	-4	6	-21
26	COc1cc(-c2n[nH]c(=S)n2-c2ccccc2C(F)(F)F)cc(OC)c1OC	3	-15	-1	-2	3
27	COC(=O)CNC(=O)C1CCN(C(=O)OCc2ccccc2)CC1	-2	-6	-7	1	-24[20 µM]
28	CNc1nc(NC)nc(-n2c(C(F)(F)F)nc3ccccc32)n1	0	-10	2	2	-15[20 µM]
29	COc1cc(NC(=O)COC(=O)/C=C/c2ccc(Cl)cc2Cl)cc(OC)c1	0	-10	5	1	-4
30	COC(=O)CSc1nnc(-c2ccc(NS(=O)(=O)c3ccccc3)cc2)o1	3	6	-18	4	-27
31	O=C(c1cc2nc(-c3ccco3)cc(C(F)(F)F)n2n1)N1CCN(c2ccccc2)CC1	-4	-4	-30	1	-16
32	C=CCO/N=C(/C)c1ccc(Oc2cnccn2)cc1	-1	-9	8	2	-18
33	CC(=O)c1cnn(-c2c(Cl)cc(Cl)cc2Cl)c1C	-4	-15	2	3	-5
34	O=C(CCN1C(=O)/C(=C/C=C/c2ccccc2)SC1=S)Nc1ccccn1	0	-11	7	2	-4
35	CC1CN(C2=CC(=O)CCC2)CC(C)O1 (stereo unspecified)	5	-4	-4	6	-25
36	CC(C)NC(=O)NC(=O)CSc1nnc(C(F)(F)F)n1C	0	-5	-6	-2	-11

nr	Ba/F3 V617F tox	PGE2 EP2 inh	NCF1 inh	PPC-1+TRAIL kill
25	2	11	-13	15
26	1	16	0	10
27	-3	11	-48	15
28	1	10	-13	36
29	0	6	-2	23
30	0	28	-7	21
31	1	1	-21	2
32	3	-1	-9	-12
33	3	-1	0	8
34	4	7	-60	7
35	0	4	-3	8
36	-4	3	8	20

(cont.)
nr	canonical_smiles	p97 ATPase inh	RBBP9 inhibitor	Tb hexokinase	BaF3 tox	Furin inhibitor
37	O=C(N/N=C/c1cccnc1)c1cc(-c2ccccc2OCc2ccccc2)n[nH]1	7	-24	-12	3	-10
38	COc1cccc(NC(=O)CSc2nc3ccsc3c(=O)n2-c2ccc(C(=O)O)cc2)c1	-1	-3	-9	3	-17
39	COc1ccc(C(NC(=O)C2CCCCC2)c2c(O)ccc3ccccc23)cc1 (stereo unspecified)	-4	-18	2	10	-5
40	CCn1cc(/C=C2\SC(=O)N(CC(=O)Nc3ccc4c(c3)OCO4)C2=O)c2ccccc21	1	0	21	2	-21[20 µM]
41	O=C(CCn1c(=O)oc2ccccc21)Nc1ccc2c(c1)OCCO2	nt	nt	-2	nt	-7
42	Cc1cc(=O)oc2ccc(OCC(=O)N(Cc3ccc(F)cc3)Cc3ccco3)cc12	2	-2	-3	6	-24[20 µM]
43	COc1cccc(/C=N/NC(=O)c2ccc(OCc3cccc(Br)c3)cc2)c1	5	-28	-1	5	-29
44	COc1cccc(/C=N/NC(=O)c2cc(C34CC5CC(CC(C5)C3)C4)[nH]n2)c1	5	1	-1	-2	-14[20 µM]
45	Cc1cc(C)nc(Sc2c(C)n[nH]c2C)n1	6	-5	5	1	-21
46	Cc1cc(OCC(=O)Nc2ccc3c(c2)OCCO3)ccc1Cl	0	-6	-2	5	-21
47	Cc1ccc(CNC(=O)Cc2ccc(-n3c(=O)[nH]c4ccsc4c3=O)cc2)cc1	5	-10	1	13	-18
48	CC(C)CN(C(=O)CSc1nn(-c2ccc(Cl)cc2)c(=S)s1)C1CCS(=O)(=O)C1 (stereo unspecified)	-4	-7	-18	8	-15

nr	Ba/F3 V617F tox	PGE2 EP2 inh	NCF1 inh	PPC-1+TRAIL kill
37	0	14	-18	19
38	3	6	-4	28
39	3	5	-7	-13
40	1	18	-26	-7
41	nt	12	-2	-9
42	-1	13	-14	19
43	2	3	-4	21
44	-5	31	-7	2
45	-2	11	nt	8
46	0	12	-7	0
47	16	5	-14	21
48	1	13	-2	28

3 structures out of the list, sorted by length of the SMILES, falling.
nr	canonical_smiles	p97 ATPase inh	RBBP9 inhibitor	Tb hexokinase	BaF3 tox	Furin inhibitor
43	COc1cccc(/C=N/NC(=O)c2ccc(OCc3cccc(Br)c3)cc2)c1	5	-28	-1	5	-29
39	COc1ccc(C(NC(=O)C2CCCCC2)c2c(O)ccc3ccccc23)cc1 (stereo unspecified)	-4	-18	2	10	-5
46	Cc1cc(OCC(=O)Nc2ccc3c(c2)OCCO3)ccc1Cl	0	-6	-2	5	-21

nr	Ba/F3 V617F tox	PGE2 EP2 inh	NCF1 inh	PPC-1+TRAIL kill
43	2	3	-4	21
39	3	5	-7	-13
46	0	12	-7	0
